# HSF-1 act: increases HSF-1 driven luciferase reporter signal; NIH3T3-HGL HSF-1 luciferase reporter, MG132, 8 h; 100% = twice DMSO control signal; activation, % at 9 µM; 300,000 tested, 1.7% active; AID 504408;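 active means mean replicate activation of at least 50% with a set share of replicates each reaching 50%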;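 further: 0% = median of the neutral control wells and 100% = twice that signal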
# PolyA inhibitor: inhibitors of polyadenylation in S. cerevisiae; S. cerevisiae SKY197-pL101 polyadenylation reporter, beta-gal luminescence; efflux-impaired pdr1/pdr3 knockout yeast; score 100 = 6 SD above DMSO; calls only at 12 µM; 300,000 tested, 0.02% active; AID 1875;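 active means lowest replicate activity score at least 50, where 100 means six control SD above control mean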;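 further: yeast exposed to compound for 9 h at 30 °C; higher score means more reporter readthrough which indicates perturbed polyadenylation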
# GSK3 alpha inh: human GSK-3 alpha kinase inhibition; ADP-Glo luminescence, 60 min; inhibition, % at 10 µM; 320,000 tested, 0.1% active; AID 2650;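 in the data active means inhibition above about 50%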;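 further: GST-tagged GSK-3 alpha with peptide substrate and 25 µM ATP; 0% = DMSO neutral wells and 100% = GW8510 positive control wells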
# Target sequence (P49840 whole entry, looked up): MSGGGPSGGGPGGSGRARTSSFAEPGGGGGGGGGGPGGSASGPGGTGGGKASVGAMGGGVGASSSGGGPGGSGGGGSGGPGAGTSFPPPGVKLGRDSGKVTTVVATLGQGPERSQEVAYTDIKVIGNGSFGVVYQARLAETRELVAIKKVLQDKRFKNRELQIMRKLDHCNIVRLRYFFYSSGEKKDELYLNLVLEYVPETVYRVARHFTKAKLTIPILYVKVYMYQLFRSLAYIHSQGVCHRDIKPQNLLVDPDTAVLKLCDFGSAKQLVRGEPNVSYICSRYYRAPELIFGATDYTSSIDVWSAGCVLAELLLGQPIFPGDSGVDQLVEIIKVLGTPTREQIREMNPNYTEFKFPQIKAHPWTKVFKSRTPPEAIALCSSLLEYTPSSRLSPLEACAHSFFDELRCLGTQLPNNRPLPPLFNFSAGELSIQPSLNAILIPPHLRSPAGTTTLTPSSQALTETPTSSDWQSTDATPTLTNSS
# HSF1 inh: HSF1 inhibition; 300,000 tested, 0.77% active; NIH3T3-HGL HSE-luciferase, MG132-induced, luminescence 8 h; stronger effect = lower value; activity change, negative = inhibition, % at 7.5 µM (by protocol);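 active means more than half of replicate wells show activity change below -50%, luminescence cut by over half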;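 further: luciferase reports HSF-1 transcriptional activity via heat shock element; 0% = median of DMSO wells and -100% = zero luminescence signal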
# HSP90 refold inh: blocks HSP90-mediated luciferase refolding in reticulocyte lysate. Rabbit reticulocyte lysate, luciferase refolding luminescence, 3 h. inhibition, % at 5.6 µM. 290,000 tested, 0.91% active. AID 1789;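 active means inhibition above the screen-wide mean plus 3 SD, computed separately per campaign, cut at about 16% in these data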;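 further: 0% = DMSO wells and 100% = 60 µM geldanamycin wells; inhibitors lower the luminescence because luciferase stays unfolded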
# KLF5 inh: suppresses KLF5 promoter-driven expression; DLD-1 KLF5 promoter-luciferase reporter, luminescence; inhibition, % at 5 µM; AID 1700; 290,000 tested, 0.23% active;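 active means inhibition above a per-plate limit of that plate's mean compound inhibition plus 3 SD, cut at about 60% in these data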;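 further: 0% = DMSO wells and 100% = LY294002 at 200 µM; higher means less KLF5 promoter-driven luciferase light; inactives centre near -14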
# GSK3B inh: blocks human GSK3beta kinase activity; P49841; GST-GSK3beta kinase, ADP-Glo luminescence, 60 min; stronger effect = lower value; activity score (negative = inhibition), % at 10 µM; 300,000 tested, 0.038% active; AID 2097;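 active means more than half of replicate wells score below -50%, meaning over 50% inhibition versus plate controls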;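 further: 0% = median DMSO wells and -100% = median GW8510 positive control wells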
# Target sequence (P49841 whole entry, looked up): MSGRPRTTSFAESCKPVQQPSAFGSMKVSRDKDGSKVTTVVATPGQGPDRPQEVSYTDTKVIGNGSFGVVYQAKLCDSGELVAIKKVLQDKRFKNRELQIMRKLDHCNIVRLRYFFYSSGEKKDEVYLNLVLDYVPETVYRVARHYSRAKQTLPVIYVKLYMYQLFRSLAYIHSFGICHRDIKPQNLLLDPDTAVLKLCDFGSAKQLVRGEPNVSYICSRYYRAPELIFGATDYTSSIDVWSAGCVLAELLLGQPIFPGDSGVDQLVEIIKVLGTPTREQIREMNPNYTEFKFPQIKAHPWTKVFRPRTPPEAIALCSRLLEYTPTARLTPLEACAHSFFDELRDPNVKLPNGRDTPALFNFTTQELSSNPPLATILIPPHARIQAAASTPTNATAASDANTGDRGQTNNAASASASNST
#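 Assay system: GST-fused GSK3beta enzyme, cell-free / Medium: Tris pH 7.5 buffer with MgCl2, DTT, BSA, heparin / Also added: peptide substrate plus 25 µM ATP (final) / Compound: 10 µM single point / Timing: kinase reaction with compound 60 min at room temperature / Detection: ADP-Glo luminescence / Benchmarks: DMSO neutral wells and GW8510 at 20 µM as positive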
# aSyn UTR inh: 5' untranslated region of α-synuclein, MLPCN primary screen; alpha-synuclein 5'UTR reporter, inhibitor activity; inhibition, % (tested at 7.5 µM); 300,000 tested, 0.82% active; AID 1813; in the data active means inhibition above about 60%;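 further: H4 neuroglioblastoma cells stably carrying SNCA 5'UTR luciferase fusion; 0% = DMSO wells and 100% = positive control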
# IEC-6 cytotox: IEC-6 cytotoxicity, counter-screen for KLF5 inhibitors | 290,000 tested, 0.78% active | inhibition, % at 5 µM | luminescence viability | AID 1825; in the data active means inhibition above about 22%;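 further: 0% = plate median of test compound wells and 100% = cytotoxic reference compound wells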
# AI-2 QS mod: modulators of Vibrio harveyi AI-2 quorum sensing system; Vibrio harveyi JMH597 AI-2 luminescence/OD600 ratio, 9 h; stronger effect = lower value; strain lacks LuxN and CqsS sensors; 0 = neutral-control median; activity change, % at 7.5 µM; 300,000 tested, 0.4% active; AID 2094; in the data active means activity change below about -75%, passing the limit was not always enough;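 further: luminescence divided by OD600 gain over 9 h not by final OD600 alone; inactives centre near 13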
# Active calls of the source: *; i = inactive; . = no result given. Only part of the results is shown, so the mix of outcomes need not match the whole.
Compound	HSF-1 act	PolyA inhibitor	GSK3 alpha inh	HSF1 inh	HSP90 refold inh	KLF5 inh	GSK3B inh	aSyn UTR inh	IEC-6 cytotox	AI-2 QS mod
CNC(=S)N(Cc1cc2cc(C)cc(C)c2[nH]c1=O)C1CCCC1	43	i	2	26	4	-23	0	-14	2	-11
Cc1[nH]c(=O)c(C#N)c2c1COC(C)(C)C2	-4	i	0	-7	-2	-12	-2	12	-2	32
COc1ccc(NC(=O)CCc2nc(-c3ccc(C)cc3)no2)cc1Cl	3	i	-2	18	0	-7	4	-11	2	26
N=C1/C(=C\c2ccc(OC(=O)c3ccco3)cc2)C(=O)N=C2SC=NN12	0	i	.	7	3	-11	-1	7	7	20
COC(=O)c1sccc1-n1cccc1C(=O)NCc1ccccc1	3	i	-1	2	-1	15	-1	1	-2	7
CC1(C)Cc2nc3sc4c(NCCO)ncnc4c3cc2CS1	16	i	1	7	1	-3	2	-55	-8	11
Cc1ccc(-c2nc(CS(=O)CC(=O)NCCCN3CC(C)CC(C)C3)c(C)o2)cc1 (centres undefined)	-24	.	1	-9	0	-17	0	23	2	-6
Cc1cc(C)n(C(C[N+](=O)[O-])c2ccc(Cl)cc2)n1 (centres undefined)	-10	i	-2	-3	4	-2	-4	6	-1	-31
O=[N+]([O-])c1ccc(C2CCCC/C2=N/OCc2ccccc2F)c([N+](=O)[O-])c1 (centres undefined)	.	i	-2	.	-8	-32	0	.	-2	7
Cc1cccc(NC(=O)CSc2nc(N)c(NC(=O)c3cccs3)c(=O)[nH]2)c1	7	i	-2	3	-1	7	-2	-8	2	19
CCCCS(=O)c1c(O)c2ccccc2[nH]c1=O (centres undefined)	14	i	-2	6	0	-21	4	3	-1	19
CCOC(=O)C(C#N)(Cc1cc(OC)cc(OC)c1)Cc1cc(OC)cc(OC)c1	-43	i	-3	-25	.	.	-2	-1	.	4
CCN1C(=O)S/C(=C/c2ccc(Sc3nc4ccccc4[nH]3)o2)C1=O	58*	i	2	29	-2	-20	2	-7	2	18
COC(CNS(=O)(=O)c1cc2c3c(c1)CCN3C(=O)CC2)OC	-4	i	-1	-3	-2	-7	2	8	0	7
O=C(COc1ccc2c(-c3ccccc3)cc(=O)oc2c1)NCc1cccs1	-8	i	-2	3	0	-1	-4	11	1	14
COc1ccc(Nc2ncnc3ccccc23)cc1	-3	i	.	-3	-1	-70	4	-152	-3	6
CCc1ccc(C(=O)COC(=O)C(Cc2ccccc2)NC(=O)c2ccc(Cl)cc2)cc1 (centres undefined)	1	i	2	-2	4	1	0	8	-1	25
Cc1ccc(NC(=O)CCN2C(=O)c3ccccc3S2(=O)=O)cc1C	7	i	0	-1	.	.	4	1	.	21
COc1ccc(/C=N/NC(=O)c2cccc(NC(=O)c3ccc(Cl)cc3)c2)c(OC)c1	25	i	-1	18	-3	-3	0	-24	-2	10
Cc1ccc(NC(=O)CCC(=O)N/N=C/c2cccnc2)cc1	11	i	0	1	1	-5	4	2	6	5
COc1ccc(CNC(=O)N2CCN(c3ccccc3OC)CC2)cc1	-14	i	3	2	0	-13	3	8	4	19
CCOC(=O)c1cnc(SCC(=O)Nc2ccccc2C(=O)OC)nc1N	21	i	15	1	3	-29	0	14	1	20
CCCCCC(=O)Nc1cccc(C2=NOC3(C2)C[C@H](C(N)=O)N(C(=O)COc2ccc(Cl)cc2)C3)c1 (some centres undefined)	-3	i	-38	-7	.	.	-2	18	.	16
CCn1c(=O)n(CC)c2cc(N3CCCC3)c(NC(=O)c3c(F)cccc3F)cc21	24	i	1	6	-2	-33	6	20	-4	22
CC(NS(C)(=O)=O)C(c1cccs1)N1CCN(C)CC1 (centres undefined)	-2	i	-2	-2	0	-20	2	-14	-2	-2
Cc1ccc(C(=O)N/C(=C\c2cccnc2)c2nc3ccccc3[nH]2)cc1	-9	i	0	0	-1	-7	1	-27	2	26
Cc1ccc(NCCC(=O)c2cccs2)cc1C	33	i	-1	9	8	-48	-2	-187	3	6
CC(=O)N1CCN(C(=O)c2ccc(Oc3ccccc3)cc2)CC1	-43	i	-1	-30	-1	0	3	26	-3	10
CCN(CC)c1ccc(/C=N/NC(=S)NC)c(O)c1	27	i	-1	38	0	-21	1	-94	5	8
Cc1cc(C)nc(NS(=O)(=O)c2ccc(NC(=O)c3ccc(S(=O)(=O)N4CC(C)OC(C)C4)cc3)cc2)n1 (centres undefined)	-18	i	-3	0	2	4	3	11	-9	24
CCOc1cccc2sc(N(CCN(C)C)C(=O)c3ccc(Br)s3)nc12	-5	.	-1	-3	2	-16	-1	-6	-2	24
CC(=O)Nc1ccc(NC(=O)CSc2nnc(C)n2-c2ccccc2)cc1	-8	i	1	-12	-1	-28	-1	-16	-10	22
Cc1cc(C)c(C(=O)CSc2nnc(N)s2)c(C)c1	-3	i	0	3	1	-2	-1	-1	0	28
O=C(CSc1ccc2nnc(-c3ccncc3)n2n1)NCc1ccco1	18	i	11	-3	-3	-29	-4	28	-2	45
Cc1ccc(-n2c(C)cc3c2CC(C)(C)CC3=O)cc1C	14	i	1	-4	-1	-59	1	21	-3	5
N#Cc1ccc(-c2ccc(OCC3CNC(=O)O3)cc2)cc1 (centres undefined)	24	i	1	5	-1	-46	-9	-75	2	-22
COc1cccc(NC(=O)CN(C)C(=O)c2c(-c3ccccc3)noc2C)c1	-20	i	-1	-5	2	-16	1	4	0	17
COC(=O)CSc1nc(SCc2ccc(C)cc2)nc2c1CCCC2	7	i	.	-10	2	16	-3	-14	-3	19
Cc1nn(Cc2c(Cl)cccc2Cl)c(C)c1NC(=O)c1cnn2c(C(F)F)cc(-c3ccccc3)nc12	13	i	-11	-8	4	-12	-5	1	-2	3
Cn1c(CO)nc2c3ccccc3ccc21	3	i	1	4	.	.	-2	-25	.	8
Cc1ccc(NC(=O)[C@@H](NC(=O)c2cccc(S(=O)(=O)N3CCOCC3)c2)C(C)C)cc1C	20	i	-3	-4	-2	-12	-1	21	-6	5
O=C(NCCN1CCN(C(=O)c2ccccc2Cl)CC1)C(=O)NCc1ccccc1	-13	i	1	-1	4	-15	1	0	-5	24
COc1cccc(C(=O)N(C)CC(=O)Nc2ccc(F)c(F)c2F)c1	20	i	-2	-4	-2	-11	-1	5	-1	23
CCc1ccc(-c2nc(CS(=O)CC(=O)O)c(C)o2)cc1 (centres undefined)	-23	i	-3	-1	15	-62	-3	-9	-3	18
O=[N+]([O-])c1ccccc1/C=N/Nc1nnc(-c2ccccc2)c(-c2ccccc2)n1	-4	i	-4	2	-3	5	2	30	2	20
COC(=O)c1ccccc1NC(=O)c1ccc2c(c1)OCCCO2	11	i	1	7	0	-28	-1	-85	-5	17
Cc1ccn(C(=O)c2ccc(NC(=O)CC(C)C)cc2)n1	9	i	.	2	-3	-22	2	6	5	22
CCOC(=O)C1CCN(C(=O)C2CCN(S(=O)(=O)c3ccc4c(c3)CC(C)N4C(C)=O)CC2)CC1 (centres undefined)	33	i	1	0	-1	-5	2	-3	-1	18
CC(=O)c1cnc(-c2ccccc2)s1	6	i	.	4	6	-59	1	-52	-6	6
O=C(Oc1ccc(/C=N/NC(=O)c2ccccn2)cc1)c1cccc(F)c1	9	i	-4	8	-1	-60	-5	-116	2	19

# Continued:
Compound	HSF-1 act	PolyA inhibitor	GSK3 alpha inh	HSF1 inh	HSP90 refold inh	KLF5 inh	GSK3B inh	aSyn UTR inh	IEC-6 cytotox	AI-2 QS mod
CCOC(=O)C1(C)C=C(Nc2ccc(O)cc2)C(=O)N1c1ccc(O)cc1 (centres undefined)	38	i	0	5	0	-5	0	22	-6	21
Cc1cc(C(F)(F)F)c2c(N)c(C(=O)Nc3cc(C)on3)sc2n1	11	i	-4	4	4	-44	2	-125	5	9
CN(CCO)c1cc(NCCCN2CCC(Cc3ccccc3)CC2)c2nonc2c1[N+](=O)[O-]	3	i	-4	-1	1	-14	-1	-13	-4	18
CCC1CCCCN1C(=O)CSc1nnc(-c2ccc(OC)cc2)o1 (centres undefined)	9	i	-3	-5	0	5	0	-7	4	29
COc1cccc(CC2(CO)CCN(S(=O)(=O)c3ccc(OC)cc3OC)CC2)c1	-67	i	-2	-56*	-4	-14	0	-11	-10	13
CC1(C)CC(=O)C(/C=N/c2ccccn2)=C(O)C1	9	i	1	-1	2	-1	-6	-5	4	0
CC(C)c1ccc(O)c(NC(=S)NC(=O)CCc2ccccc2)c1	23	i	1	4	2	-3	2	-24	6	7
CN(CC(=O)Nc1ccccc1Cl)C(=O)c1cccc(-n2cccc2)c1	-22	i	1	-1	.	.	-4	13	.	10
CCOC(=O)C1(Cc2cccc(F)c2)CCN(Cc2ccon2)CC1	1	i	0	1	2	15	1	-7	12	30
Cc1ccc(NS(=O)(=O)c2ccc(NC(=O)[C@@H]3CCCC[C@@H]3C(=O)O)cc2)c(C)c1	-1	i	-4	-3	1	-34	5	-3	0	22
COc1cccc(N2C(=O)C3ON(c4ccccc4)C(c4cccs4)C3C2=O)c1 (centres undefined)	14	i	-3	3	1	-1	1	-2	-1	22
CCOc1ccc(NC(=O)COn2nnc3ccc(S(=O)(=O)N4CCOCC4)cc32)cc1	9	i	0	-2	-2	-30	0	-16	1	30
CC1CN(CC(O)COC(c2ccc(Cl)cc2)c2ccc(Cl)cc2)CC(C)O1 (centres undefined)	21	i	-1	9	-1	-5	0	30	2	19
Cc1ccc(NS(=O)(=O)c2ccc(CCC(=O)NCc3cccnc3)cc2)cc1	-2	i	-1	-4	-2	-5	4	-21	-2	20
O=C(O)c1cc2c(cc1NC(=O)c1ccccc1C(F)(F)F)OCCCO2	-12	i	-3	-5	0	2	-1	1	-1	13
CCSc1ccc(C(=O)NCC(=O)O)cc1	-5	i	-2	-6	-1	-4	-3	-5	-4	17
CCOc1ccc(N2C(=O)C3C(c4ccc(OC)cc4OC)NC(CCSC)(C(=O)OC)C3C2=O)cc1 (centres undefined)	-6	i	3	-13	2	4	.	9	3	.
CC(=O)N1CCOCCOCCN(C(C)=O)CCOCCOCC1	-7	i	-1	-7	1	-18	1	-6	2	8
Cc1ccc(Nc2nnc(C(C)(C)C)c(=O)n2N)cc1	-5	i	-2	-8	-9	-10	-4	16	-8	14
O=C(NCCCn1ccnc1)C1CCCN(S(=O)(=O)c2ccc(F)cc2)C1 (centres undefined)	10	i	2	-6	3	-22	.	8	-6	.
CCN(CC)C(=S)NC(=O)c1cccnc1	-4	i	0	0	-2	-18	-2	0	-3	34

# Bioassay records from PubChem BioAssay.
